# High-throughput results as filed in PubChem BioAssay.
# NCOA1 inh: SRC1 coactivator transcriptional activity inhibitors, primary screen, cell-based, luminescence; AID 588354, 2011; actives 0.12% (n = 360,000); inhibition, % at 3.6 µM; Nuclear receptor coactivator 1 (Homo sapiens), Q15788; HEK293 GAL4-SRC1 luciferase reporter;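 active means inhibition above the campaign mean plus 3 SD, with each screening campaign given its own cutoff, cut at about 60% in these data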;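 further: 0% = DMSO treated cells and 100% = gossypol at 36 µM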
# NCOA3 inh: SRC3 coactivator transcriptional activity inhibitors, primary screen, cell-based, luminescence; Nuclear receptor coactivator 3 (Homo sapiens), Q9Y6Q9; inhibition, % at 3.6 µM; actives 0.17% (n = 360,000); HEK293 GAL4-SRC3 luciferase reporter;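 active means inhibition above a per-campaign cutoff, the mean of all compounds plus 3 SD, cut at about 60% in these data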;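 further: 0% = DMSO-treated cells and 100% = gossypol-treated cells at 36 µM; higher means less SRC3-driven luciferase light from the GAL4 reporter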
# TLR9-MyD88 block: inhibitors of TLR9-MyD88 association in cells, primary screen, cell-based, CHO, BLA complementation, fluorescence; Toll-like receptor 9 (Homo sapiens) + Myeloid differentiation primary response protein …; CCF4 FRET ratio; inhibition, % at 4.98 µM; actives 0.21% (n = 340,000); AID 504734, 2011;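 active means inhibition above the mean over all tested compounds plus 3 SD, cut at about 21% in these data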;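 further: 0% = DMSO only wells and 100% = clavulanate BLA inhibitor control wells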
# NR2F2 inh: NR2F2 transcriptional activity inhibitors, primary screen, cell-based, luciferase reporter, HEK293T, luminescence; COUP transcription factor 2 (Homo sapiens), P24468; AID 686940, 2013; inhibition, % at 8.6 µM; HEK293T NGFI-A luciferase reporter; actives 0.7% (n = 370,000);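 active means inhibition above a per-plate cutoff, mean inhibition of test wells between control levels plus 3 SD, cut at about 38% in these data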;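 further: cells cotransfected with COUP-TFII expression vector driving the NGFI-A reporter; 0% = median of COUP-TF2 test wells and 100% = reporter-only cells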
# Target sequence (P24468 whole entry, looked up): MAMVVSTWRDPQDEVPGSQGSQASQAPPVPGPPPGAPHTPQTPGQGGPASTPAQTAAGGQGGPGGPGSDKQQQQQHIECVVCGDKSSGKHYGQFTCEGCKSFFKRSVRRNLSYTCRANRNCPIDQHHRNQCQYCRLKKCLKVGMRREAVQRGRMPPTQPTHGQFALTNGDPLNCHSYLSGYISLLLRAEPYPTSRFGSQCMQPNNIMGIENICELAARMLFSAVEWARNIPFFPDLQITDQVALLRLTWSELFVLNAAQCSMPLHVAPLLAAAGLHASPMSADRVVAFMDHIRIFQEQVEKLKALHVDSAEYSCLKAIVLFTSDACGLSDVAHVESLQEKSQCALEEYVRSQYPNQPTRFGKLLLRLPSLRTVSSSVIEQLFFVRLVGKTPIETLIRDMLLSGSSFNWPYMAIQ
# SRC2 inh: inhibition of GAL4-SRC2 driven luciferase reporter, primary screen, SRC2 inhibitor project, cell-based, luminescence; Nuclear receptor coactivator 2 (Homo sapiens), Q15596; HEK293 GAL4-SRC2 luciferase reporter; inhibition, % at 9 µM; actives 0.17% (n = 370,000);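 active means inhibition above the mean inhibition of all tested compounds plus 3 SD, set per campaign, cut at about 52% in these data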;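 further: 0% = DMSO treated cells and 100% = cells given Gossypol at 36 µM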
# TWEAK Fn14 block: inhibitors of TWEAK-Fn14 signaling, primary screen, luciferase reporter cells, uHTS. inhibition, % at 10 µM. AID 1159606, 2016. TWEAK-stimulated Fn14 reporter cells, luciferase luminescence, 8 h. actives 2% (n = 360,000); in the data active means inhibition above about 50%
# C8 TRAIL sens: viability loss with TRAIL in NB7+C8 cells, primary screen, TRAIL sensitizer project, cell-based, ATPlite luminescence | AID 624354, 2012 | actives 1% (n = 360,000) | inhibition (viability loss, TRAIL sensitization), % at 10 µM;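 active means compounds causing at least 50% loss of cell viability in the single-dose screen, relative to plate controls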
# NR5A2 inv ag: LRH-1 (NR5A2) inverse agonists, primary screen, cell-based, luminescence, HEK293T, StAR-luciferase reporter | Nuclear receptor subfamily 5 group A member 2 (Homo sapiens), O00482 | LRH-1 transfected, 24 h | inhibition, % at 3.6 µM | actives 0.13% (n = 360,000);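 active means inhibition above the mean inhibition of all tested compounds plus 3 SD, cut at about 73% in these data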;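 further: 0% = DMSO wells and 100% = reporter-only cells lacking LRH-1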
# Target sequence (O00482 whole entry, looked up): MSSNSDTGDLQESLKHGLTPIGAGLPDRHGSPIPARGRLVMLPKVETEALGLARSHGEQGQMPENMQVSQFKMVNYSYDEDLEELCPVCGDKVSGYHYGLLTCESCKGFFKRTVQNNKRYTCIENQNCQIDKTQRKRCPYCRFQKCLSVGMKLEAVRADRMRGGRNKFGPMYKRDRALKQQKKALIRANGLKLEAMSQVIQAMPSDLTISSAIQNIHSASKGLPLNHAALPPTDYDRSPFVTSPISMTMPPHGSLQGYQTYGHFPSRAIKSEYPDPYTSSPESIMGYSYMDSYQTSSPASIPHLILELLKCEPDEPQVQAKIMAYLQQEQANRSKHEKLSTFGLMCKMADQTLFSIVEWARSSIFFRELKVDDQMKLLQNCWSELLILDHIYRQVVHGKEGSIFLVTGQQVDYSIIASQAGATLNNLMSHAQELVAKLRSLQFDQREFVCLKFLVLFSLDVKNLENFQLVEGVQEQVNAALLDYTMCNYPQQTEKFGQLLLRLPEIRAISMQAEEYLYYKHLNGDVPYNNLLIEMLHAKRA
# EBV LMP1 NFkB: EBV LMP1-driven NF-kappaB luciferase reporter inhibitors, primary screen, cell-based, luminescence, single point. inhibition, % at 12.5 µM. actives 0.69% (n = 350,000). AID 504558, 2011. LMP1-induced NF-kappaB luciferase reporter cells; in the data active means inhibition above about 41%;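 further: 0% = neutral control wells and 100% = reference inhibitor control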
# NOD2 RIPK2 PPI: NOD2-RIPK2 binding disruptors in cells, primary screen, fluorescence, CHO cells, BLA complementation. CCF4 ratio. inhibition, % at 4.98 µM. Receptor-interacting serine/threonine-protein kinase 2 (Homo sapiens), O43353. actives 0.38% (n = 360,000); in the data active means inhibition above about 21%;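 further: 0% = vehicle only and 100% = reference blocker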
# TROY signal inh: inhibitors of TROY-driven NF-kB signaling, primary screen, Q293 LMP1-TROYcd cells, NF-kB luciferase, uHTS | Q293 LMP1-TROYcd NF-kB luciferase reporter, 4 h | actives 0.98% (n = 360,000) | inhibition, % at 10 µM | AID 1347056, 2019;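 active means compounds whose plate-normalised and pattern-corrected inhibition of the luciferase reporter signal at the single screening dose is 50% or more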
# * marks the source's active call; other numbers are inactive results; . = no result given. An excerpt; count on the stated rates, not on these rows.
item	Compound	TLR9-MyD88 block	EBV LMP1 NFkB	NCOA3 inh	SRC2 inh	NR5A2 inv ag	TWEAK Fn14 block	TROY signal inh	NOD2 RIPK2 PPI	C8 TRAIL sens	NCOA1 inh	NR2F2 inh
1	COc1ccccc1N(Cc1cc(=O)[nH]c2ccccc12)C(=O)c1ccc([N+](=O)[O-])cc1	13	-8	6	-9	10	18	2	-6	11	-12	4
2	Cc1ccc(NC(=O)CN2C(=O)CCSc3ccc(S(=O)(=O)N4CCCC4)cc32)cc1C	-8	0	-3	2	5	-23	-9	8	-3	-5	-3
3	COc1ccccc1C(=O)NNC(=O)C1CC=CCC1 (configuration not stated)	2	-8	-21	-36	-24	9	-9	-5	-6	-41	-1
4	CCC(C)[C@H]1CNCCN1CCC12CC3CC(CC(C3)C1)C2 (some centres not stated)	-8	-22	7	-20	-4	13	-24	-1	-8	-6	-6
5	COc1cc(/C=N/S(=O)(=O)CCc2ccccc2)cc(OC)c1O	-7	-5	-1	-30	14	0	2	-7	13	-3	-5
6	CSCC(=O)NC1CCCc2c1cnn2-c1cc(F)cc(F)c1 (configuration not stated)	-12	-5	-27	-4	-12	-27	-20	10	-2	-21	-33
7	CC(C)(C)n1nc2c(c1NC(=O)c1cccc(Cl)c1)CS(=O)(=O)C2	-3	-5	10	8	19	-11	1	-9	-17	-21	-5
8	CCCC(=O)Nc1c(-c2ccc(C)cc2)c(=O)c2ccccc2n1C	-18	3	2	8	-19	-2	8	-4	-7	-30	-5
9	CCCCC1=CC2=CC(=O)C(C)(OC(=O)CC)C(=O)C2=CN1Cc1ccc2c(c1)OCO2 (configuration not stated)	1	-4	-12	-18	5	-2	3	-5	-27	-6	8
10	COCc1[nH][nH]c(=O)c1C=Nc1ccc(OC(F)(F)F)cc1	-1	11	8	-16	6	-9	-4	-5	-8	-33	-22
11	COc1ccc(CC2(CO)CCN(C(=O)NCc3ccccc3)CC2)cc1	0	2	19	-10	2	11	-3	9	7	-9	6
12	Cc1onc(-c2c(Cl)cccc2Cl)c1C(=O)N=S(C)(=O)c1ccccc1 (configuration not stated)	.	-7	3	4	0	-4	-5	-3	2	-5	13
13	COc1ccc(-c2c(-c3cc(OC)cc(OC)c3)n(C)c3ccc(-c4ccc5cc[nH]c5c4)cc23)cc1	7	-30	-5	-8	13	-12	-9	3	0	-5	-30
14	O=C(O)CCCC(=O)Nc1ccc(N2CCCC2)cc1	11	3	-14	20	-7	5	15	0	-14	-11	18
15	O=C(CN1C(=O)NC2(CCCCCCC2)C1=O)Nc1cccc(Br)c1	-7	-6	1	9	-1	-6	5	2	38	0	-15
16	COc1cccc(-n2c(CN3CCN(c4ccccc4)CC3)nc3ccc([N+](=O)[O-])cc3c2=O)c1	9	5	12	3	13	16	9	1	5	-2	6
17	Cc1cc(C)nc(CCNC(=O)c2cc(COc3ccc(F)cc3Cl)on2)n1	-12	-8	11	-10	-21	-21	76*	-1	-5	-4	-5
18	COc1cc2c(cc1OC)CN(Cc1cccs1)CC2	0	6	8	2	21	-10	11	4	7	-2	2
19	COc1ccccc1N1CCN(c2cc(=O)n(-c3ccc(Cl)cc3)c(=O)[nH]2)CC1	8	-3	-5	-10	-34	2	-1	-11	8	-17	-1
20	CC(/C=C/c1ccc(C)o1)=C\C(=O)O	-5	5	8	6	0	-19	-37	2	-9	-13	0
21	O=C(CCNC(=O)c1ccccc1Cl)NCC(c1ccc(F)cc1)N1CCOCC1 (configuration not stated)	4	5	-2	4	-7	3	-8	4	17	0	-21
22	CCOc1ccc(Nc2nc(NCC(=O)O)nc(N)c2[N+](=O)[O-])cc1	11	12	8	-12	-11	21	0	-3	4	12	-2
23	Cc1cc(C)c(C(=O)CN2C(=O)C(=O)N(C3CCCC3)C2=O)cc1C	6	-6	-6	-16	2	3	8	5	-1	-8	2
24	COc1cccc(Oc2ccc(N)cn2)c1	-3	3	-2	-12	-10	-6	41	2	6	-8	-14
25	CCCCn1ccc(=O)c2c(C(F)(F)F)nccc21	-9	1	27	20	-8	18	12	0	14	-2	32
26	Cc1c(C)n(CC(O)CNc2ccccc2)c2ccccc12 (configuration not stated)	1	-1	13	-1	-22	6	-15	-3	-5	2	-12
27	Cc1c(NC(=O)C(C)OC(=O)c2ccc(Cl)nc2)c(=O)n(-c2ccccc2)n1C (configuration not stated)	-4	4	8	3	-4	10	4	7	4	4	4
28	COC(=O)c1cc(OC)c(OC)c(OC)c1N	0	-12	26	-8	3	-20	-6	-10	25	3	-13
29	O=C(NCCN1CCCCC1)c1ccc(/C=N/O)nc1	9	7	-10	-25	3	6	-16	4	-18	-5	10
30	O=C(O)Cc1ccc(NC(=O)c2ccc3c(c2)C(=O)N(Cc2ccccc2)C3=O)cc1	3	0	15	-14	3	12	3	-19	15	-1	-1

# In the list so far, these contain a CF3 group.
item	Compound	TLR9-MyD88 block	EBV LMP1 NFkB	NCOA3 inh	SRC2 inh	NR5A2 inv ag	TWEAK Fn14 block	TROY signal inh	NOD2 RIPK2 PPI	C8 TRAIL sens	NCOA1 inh	NR2F2 inh
10	COCc1[nH][nH]c(=O)c1C=Nc1ccc(OC(F)(F)F)cc1	-1	11	8	-16	6	-9	-4	-5	-8	-33	-22
25	CCCCn1ccc(=O)c2c(C(F)(F)F)nccc21	-9	1	27	20	-8	18	12	0	14	-2	32

# Record cards, from the list above. Screens in order: TLR9-MyD88 block, EBV LMP1 NFkB, NCOA3 inh, SRC2 inh, NR5A2 inv ag, TWEAK Fn14 block, TROY signal inh, NOD2 RIPK2 PPI, C8 TRAIL sens, NCOA1 inh, NR2F2 inh
# `O=C(O)CCCC(=O)Nc1ccc(N2CCCC2)cc1` across the screens: 11, 3, -14, 20, -7, 5, 15, 0, -14, -11, 18
# `O=C(O)Cc1ccc(NC(=O)c2ccc3c(c2)C(=O)N(Cc2ccccc2)C3=O)cc1` across the screens: 3, 0, 15, -14, 3, 12, 3, -19, 15, -1, -1
# `COc1ccc(-c2c(-c3cc(OC)cc(OC)c3)n(C)c3ccc(-c4ccc5cc[nH]c5c4)cc23)cc1` across the screens: 7, -30, -5, -8, 13, -12, -9, 3, 0, -5, -30
# `COc1cccc(-n2c(CN3CCN(c4ccccc4)CC3)nc3ccc([N+](=O)[O-])cc3c2=O)c1` across the screens: 9, 5, 12, 3, 13, 16, 9, 1, 5, -2, 6

# Screen by screen, from the results shown.
# Compounds 8–17 in SRC2 inh: 8, -18, -16, -10, 4, -8, 20, 9, 3, -10
# Compounds 8–17 in NOD2 RIPK2 PPI: -4, -5, -5, 9, -3, 3, 0, 2, 1, -1
# Compounds 8–17 in TLR9-MyD88 block: -18, 1, -1, 0, ., 7, 11, -7, 9, -12

# Other entries follow.
item	Compound	TLR9-MyD88 block	EBV LMP1 NFkB	NCOA3 inh	SRC2 inh	NR5A2 inv ag	TWEAK Fn14 block	TROY signal inh	NOD2 RIPK2 PPI	C8 TRAIL sens	NCOA1 inh	NR2F2 inh
31	COc1ccc(CCNC(=O)Cn2c(=O)n(-c3ccc(C)c(F)c3)c(=O)c3sccc32)cc1OC	-4	3	1	8	6	11	23	-10	3	4	2
32	CN(C)c1ccc(NC(=O)c2cnsn2)cc1	6	34	-68	-18	-126	74*	31	3	29	-67	-7
33	O=C(NCCCl)Nc1ccccc1NS(=O)(=O)c1cccs1	-7	-1	-10	2	0	-15	-6	-3	2	-1	-12
34	CN=C1S/C(=C\c2ccc(SC)cc2)C(=O)N1C	-4	-1	-28	-16	-4	-53	-85	3	1	-36	-38
35	Cc1ccc(CNn2cnnc2SCC(=O)NC(C)(C)C)cc1	0	1	16	-12	4	6	-5	0	6	-3	-1
36	Cc1cccc(OCCNC(=O)CCNS(=O)(=O)c2ccc3ccccc3c2)c1	-11	-3	-15	12	-18	4	0	-3	-11	18	27
37	COc1ccccc1NC(=O)CC(c1ccc(F)cc1)c1ccco1 (configuration not stated)	-3	5	6	-11	-29	5	9	4	6	-13	-15
38	O=C(NCc1ccccc1)C(c1cccnc1)N(C(=O)c1csnn1)c1ccccc1 (configuration not stated)	0	-3	1	-15	2	6	7	-2	3	-17	5
39	COC(=O)N[C@H](c1ccccc1)[C@@]1(C)C[C@@H]1[C@@H](C)C(=O)Nc1ccc2ccccc2c1	8	5	9	-12	-9	-13	-13	1	3	5	-5
40	CCC(C)C(=O)N1c2ccccc2C(=C2SC(C(=O)OC)=C(C(=O)OC)S2)C(=S)C1(C)C (configuration not stated)	9	9	11	6	12	-7	1	2	-2	-18	-19
41	CCn1cc(C(=O)O)c(=O)c2cc(F)c(N3CCN(C(=S)Nc4ccc(OC)cc4)CC3)cc21	5	8	13	-16	15	6	5	-12	-14	-1	16
42	COC(=O)CC1c2ccccc2S(=O)(=O)N1Cc1ccccc1 (configuration not stated)	-5	0	9	-11	-18	-5	-8	-5	10	-4	5
43	CN(CC(=O)NC1(C)CCS(=O)(=O)C1)S(=O)(=O)c1ccc(Cl)cc1 (configuration not stated)	-19	-8	-5	10	2	-18	-1	0	-21	8	-2
44	O=C(c1ccc(Cl)cc1)N1CCN(S(=O)(=O)/C=C/c2ccccc2)CC1	-7	5	13	28	0	9	5	-7	-2	-7	11
45	Cc1sc2nc(COC(=O)C(NC(=O)c3ccc(Cl)cc3Cl)C(C)C)[nH]c(=O)c2c1C (configuration not stated)	-6	7	5	-3	-14	-34	5	-6	5	-14	-10
46	COc1ccc(CN2C(=O)c3cccnc3C2=O)cc1S(=O)(=O)N1CCCC(C)C1 (configuration not stated)	-3	.	13	-29	-3	-4	6	-10	-10	5	5
47	Cc1ccc(S(=O)(=O)CC(C)(O)CS(=O)(=O)c2ccc(C)cc2)cc1	8	-3	-2	-61	-5	-30	-7	0	-16	-33	7
48	CCOc1ccc(NS(=O)(=O)c2ccc(C(=O)NCC3CCCO3)cc2)cc1 (configuration not stated)	5	-3	8	13	-17	12	5	-3	-15	7	-16
